Screening results (PubChem)
TRHR enhancer = allosteric enhancers of human TRH receptor; TRHR cells, fluo-8 calcium fluorescence, EC20 TRH enhancement; enhancement, % at 2 µM; hit rate 0.66% among 360,000; AID 493056; in the data active = enhancement above about 30%; also: 0% is about no effect
Target sequence (P34981 whole entry, looked up): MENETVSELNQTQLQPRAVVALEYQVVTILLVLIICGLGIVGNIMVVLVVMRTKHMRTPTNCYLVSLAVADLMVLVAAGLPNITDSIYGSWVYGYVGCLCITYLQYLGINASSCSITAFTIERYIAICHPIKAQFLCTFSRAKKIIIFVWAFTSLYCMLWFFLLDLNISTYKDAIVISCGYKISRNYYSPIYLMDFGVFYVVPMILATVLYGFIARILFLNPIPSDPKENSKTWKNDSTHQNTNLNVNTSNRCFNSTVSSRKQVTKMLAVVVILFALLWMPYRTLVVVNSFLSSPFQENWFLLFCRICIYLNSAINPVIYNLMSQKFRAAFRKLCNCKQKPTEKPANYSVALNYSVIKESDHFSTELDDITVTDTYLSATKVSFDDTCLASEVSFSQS
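Enhancer read-out: after compound pinning and an initial kinetic agonist-mode read, an EC20 of TRH (10 nM final) was injected and fluo-8 calcium signal (Ex 480/Em 530) followed at 1 s/cycle for 100 cycles in TRHR-expressing cells.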
D2 antag = antagonists of human D2 dopamine receptor; P14416; HEK293 TREx D2 cells, calcium flux, dopamine EC80; inhibition, % at 10 µM; hit rate 2% among 340,000; AID 485344; in the data active = inhibition above about 30%; also: 0% is about no effect
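HEK293 T-REx D2 cells, tet-induced, calcium dye no-wash. Cpd pintool add, 180 s kinetic, then EC80 DA, 180 s kinetic. Ca flux read.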
D1 ag = activates the human D1 dopamine receptor; P21728; HEK293 T-REx D1 cells, calcium flux, agonist mode; activation, % at 2 µM; hit rate 1% among 360,000; in the data active = activation above about 30%; also: 0% is about no effect
Target sequence (P21728 whole entry, looked up): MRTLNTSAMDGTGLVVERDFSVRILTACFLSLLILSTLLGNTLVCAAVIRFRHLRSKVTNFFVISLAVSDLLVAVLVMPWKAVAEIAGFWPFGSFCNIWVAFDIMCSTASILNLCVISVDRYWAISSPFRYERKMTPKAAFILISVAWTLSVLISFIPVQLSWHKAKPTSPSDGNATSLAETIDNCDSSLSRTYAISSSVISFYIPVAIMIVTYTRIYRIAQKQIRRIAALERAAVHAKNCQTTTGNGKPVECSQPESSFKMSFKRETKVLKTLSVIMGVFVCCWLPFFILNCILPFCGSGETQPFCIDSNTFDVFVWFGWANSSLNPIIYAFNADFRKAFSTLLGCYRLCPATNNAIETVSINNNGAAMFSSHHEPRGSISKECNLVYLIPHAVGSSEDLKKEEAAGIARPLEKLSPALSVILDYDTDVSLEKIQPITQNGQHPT
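Inducible HEK293 T-REx D1 cells, force-coupled to calcium signalling, were plated at 4000 cells/well with tetracycline and held overnight at 30 C. After no-wash calcium dye loading, compound-evoked calcium rise over 180 s flagged agonists.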
D2 potentiator = D2 dopamine receptor (human) potentiation. P14416. HEK293 T-REx D2, calcium flux, EC20 dopamine potentiation. potentiation, % at 10 µM. hit rate 0.34% among 340,000. AID 485347;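 active = potentiation over 3 SD above the plate norm, cut at about 30% in these data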; also: 0% is about no effect
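Potentiation of an EC20 dopamine calcium response is measured in a force-coupled, tetracycline-inducible Hek293 Trex D2 line. Compound-only kinetic reads over 180 s flag agonists before dopamine addition.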
RXFP1 ag = RXFP1 (human) receptor agonism | Q9HBX9 | HEK293T-RXFP1 cAMP TR-FRET, 30 min; response scale: percent of porcine relaxin response, buffer zero | Potency, µM (highest dose often 57.5 µM), inactives show top-dose activation, most hits filed as activators | hit rate 0.3% among 370,000 | AID 2676; active = well fitted activation curve with a large enough effect; inconclusive = small, poorly fitted or top-dose-only effect; also: potency is read from the fitted curve at half-maximal effect; % is scaled to controls: 0 for no effect and ±100 for the full control effect; nearly all actives have a fitted effect of over 60% in size; many of its hits are not listed in these tables
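HEK293 cells stably expressing RXFP1, treated 30 min at 37C with compounds plus PDE4 inhibitor Ro 20174; cAMP measured by HTRF TR-FRET. Normalized to buffer and 29 nM porcine relaxin; EC50 by Hill fit.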
D1 PAM = human D1 dopamine receptor positive modulation | P21728 | HEK293 TREx D1 cells, calcium flux, dopamine EC20 potentiation | potentiation, % at 10 µM | hit rate 0.036% among 360,000; in the data active = potentiation above about 30%; also: 0% is about no effect
D1 antag = human D1 dopamine receptor antagonism. hit rate 3.2% among 360,000. AID 504652. HEK293 TREx D1 cells, calcium flux, dopamine EC80; hits give low values. activity change, negative = inhibition, % at 10 µM; in the data active = activity change below about -30%; also: % is scaled to controls: 0 for no effect and ±100 for the full control effect
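Using tetracycline-induced force-coupled D1 Hek293 cells and a calcium dye, signals were followed for 180 s after compound, then for 180 s after EC80 dopamine, to detect inhibitors.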
D2 agonist = D2 dopamine receptor (human) agonism; hit rate 0.53% among 340,000; activation, % at 2 µM; HEK293 T-REx D2 cells, calcium flux agonist mode; P14416;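 active = activation over 3 SD above normal in the single-dose calcium agonist read, cut at about 30% in these data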; also: 0% is about no effect
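In this primary screen, compounds producing a positive calcium signal within 180 s of addition to tetracycline-induced, force-coupled HEK293 Trex D2 cells are flagged; cells are dye-loaded with a no-wash calcium kit beforehand.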
RXFP1 antag = RXFP1 (human) relaxin receptor antagonism | hit rate 0.59% among 350,000 | activity change, negative = inhibition, % at 57.5 µM | HEK293-RXFP1, relaxin-stimulated cAMP HTRF, 30 min; hits give low values;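 active = activity change of -60% or lower, but not beyond a set lower limit; inconclusive = change between -60% and -40%, or beyond the set limit; inactive = change above -40%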; also: % is scaled to controls: 0 for no effect and ±100 for the full control effect
An asterisk follows results filed as active; u = inconclusive; x = no result given; & = joins results of further samples. Not all compounds are listed (hit frequency here may not be typical).

SMILES | TRHR enhancer | D2 antag | D1 ag | D2 potentiator | RXFP1 ag | D1 PAM | D1 antag | D2 agonist | RXFP1 antag
COc1cn(CC(=O)Nc2cccc(C)c2)c(CN2CCCCC2)cc1=O | 0 | x | 1 | 5 | 0.5% | 1 | 22 | x | -12
CC(C)OCC(O)CS(=O)(=O)Cc1ccccc1 (stereo not drawn) | 13 | 8 | 4 | -26 | 1.1% | 1 | -8 | 58* | 4
C=CCNC1=C(Cl)C(=O)N(c2ccccc2Cl)C1=O | 0 | 2 | 1 | -4 | 2.5% | -10 | -10 | 0.9 | -6
CCOC(=O)N1CCN(CCC(=O)c2ccc(Br)cc2)CC1 | 3 | -15 | 2 | 7 | -2.2% | -2 | -1 | 3.2 | -13
COc1cc(C(=S)N2CCC(C(N)=O)CC2)ccc1O | 3 | 21 | 5 | x | 1.7% | -5 | -4 | 2.5 | 1
Fc1ccccc1Nc1nc(-c2ccncc2)nc2ccccc12 | -6 | -4 | 0 | -3 | 1.1% | -3 | 12 | 1.4 | 10
Cc1ccccc1OCCOc1ccccc1C=C(C#N)C#N | -2 | -29 | 7 | -7 | 7.4% | 1 | 7 | 3.8 | x
COc1ccc2cc(Br)ccc2c1CC(=O)N(C)C | 1 | -4 | 0 | 6 | 13% | -5 | -6 | -0.1 | -5
O=C(N/C(=C/c1cccs1)C(=O)N1CCOCC1)c1ccccc1 | 8 | -9 | 3 | 2 | -1.3% | 2 | -6 | -0.3 | -9
Cc1cc(Br)ccc1NC(=O)C1C2CCC(O2)C1C(=O)O (stereo not drawn) | 11 | -5 | 1 | -2 | 0.5% | -9 | -16 | 0.0 | -3
CCN(CC)Cc1c(O)ccc2occ(C(=O)c3ccc(OC)cc3)c12 | -16 | -15 | -1 | -11 | 2.0% | 0 | -8 | 0.1 | -30
Cc1sc(-c2cc3ccccc3oc2=O)nc1-c1ccc(Cl)c(Cl)c1 | 3 | x | 3 | -15 | 1.0% | 0 | 16 | 0.3 | -5
CC(C)(C)NC(=O)CSc1nnc(NC(=O)CCc2ccccc2)s1 | -4 | 4 | 4 | -1 | -0.8% | 1 | -22 | -0.8 | 0
CCC1CCCCN1CCCNC(=O)c1ccc2c(=O)n(CCOC)c(=O)[nH]c2c1 (stereo not drawn) | 6 | -7 | 0 | -4 | 3.7% | 2 | -1 | 0.9 | -15
COc1ccc(CCNc2cc(C)nc3c(-c4ccccc4OC)cnn23)cc1OC | 3 | 6 | 1 | 2 | 3.2% | -3 | 6 | -0.4 | -2

Some of these compounds in order of the D1 ag value, rising.
SMILES	D1 ag
COc1ccc2cc(Br)ccc2c1CC(=O)N(C)C	0
Cc1cc(Br)ccc1NC(=O)C1C2CCC(O2)C1C(=O)O (stereo not drawn)	1
Cc1sc(-c2cc3ccccc3oc2=O)nc1-c1ccc(Cl)c(Cl)c1	3
CC(C)(C)NC(=O)CSc1nnc(NC(=O)CCc2ccccc2)s1	4
COc1cc(C(=S)N2CCC(C(N)=O)CC2)ccc1O	5

Single records (already shown):
Cc1cc(Br)ccc1NC(=O)C1C2CCC(O2)C1C(=O)O (stereo not drawn) in the list: TRHR enhancer: 11; D2 antag: -5; D1 ag: 1; D2 potentiator: -2; RXFP1 ag: 0.5%; D1 PAM: -9; D1 antag: -16; D2 agonist: 0.0; RXFP1 antag: -3
C=CCNC1=C(Cl)C(=O)N(c2ccccc2Cl)C1=O in the list: TRHR enhancer: 0; D2 antag: 2; D1 ag: 1; D2 potentiator: -4; RXFP1 ag: 2.5%; D1 PAM: -10; D1 antag: -10; D2 agonist: 0.9; RXFP1 antag: -6

Later entries.
SMILES | TRHR enhancer | D2 antag | D1 ag | D2 potentiator | RXFP1 ag | D1 PAM | D1 antag | D2 agonist | RXFP1 antag
Cc1cccc(N2CCN(S(=O)(=O)c3ccc(-c4ccc(=O)[nH]n4)o3)CC2)c1C | -6 | 25 | 11 | 8 | 4.0% | -4 | -11 | 0.7 | -6
Cc1cc(C(=O)C(=O)N(C)C)c(C)n1-c1ccc([N+](=O)[O-])cc1 | 2 | -28 | 1 | -7 | -0.4% | 8 | 7 | 0.4 | -4
COc1ccc(C(=O)Nn2c(SCc3cccc([N+](=O)[O-])c3)nc3ccccc3c2=O)cc1 | 1 | 11 | 8 | 3 | 1.3% | 7 | -2 | -0.5 | x
CCCCN1CNC(=S)N(CCc2ccc(OCC)c(OCC)c2)C1 | 4 | -3 | 1 | -7 | 0.3% | 3 | 6 | -0.5 | -9
O=C(NCc1ccccc1CN1CCCC1)c1ccc(Cl)c(N2CCCC2=O)c1 | -9 | -1 | 0 | -3 | 1.2% | -1 | 4 | 0.5 | 0
CCC(C)CCN1CCN=C1N(C)C (stereo not drawn) | 5 | -4 | 3 | -9 | -1.0% | -2 | 12 | 0.3 | x
O=C(CSc1nc2ccccc2c(=O)n1CC1CCCO1)NCC1CCCO1 (stereo not drawn) | 2 | 16 | 1 | -5 | 2.2% | -1 | 5 | -0.1 | 0
CC(C)Cn1c(N)c(C(=O)COC(=O)C2=COCCO2)c(=O)n(C)c1=O | -3 | 11 | 3 | 0 | -1.5% | -5 | 9 | -2.1 | -4
O=C(O)c1ccccc1-c1nc2ccccc2c(=O)n1O | -4 | -6 | 2 | -3 | 1.8% | -5 | -2 | 0.4 | -11
CC(C(=O)NCC1CCCO1)n1cc([N+](=O)[O-])cn1 (stereo not drawn) | 1 | -14 | 0 | 4 | 1.0% | 0 | 0 | 1.9 | 5
COCCCNC(=O)c1sc2nc3n(c(=O)c2c1C)CCC3 | -2 | x | 0 | -9 | u | -1 | -3 | 0.5 | -11
CN1CCC(NC(=O)c2ccncc2)CC1 | 3 | -22 | 1 | 3 | 0.5% | 4 | 8 | 0.5 | 3
COc1ccc(NC(=O)NC2(C(=O)N3CCOCC3)CCCCC2)cc1 | 6 | -15 | 4 | 2 | 0.5% | -4 | 23 | -1.2 | -2
O=C(c1ccc(COc2ccc(Br)cc2)o1)N1N=C(C(F)F)CC1(O)C(F)F (stereo not drawn) | -8 | -7 | 8 | 14 | -3.0% | -9 | -21 | 0.0 | 18
COC(=O)c1c(-c2cccs2)csc1NC(=O)c1ccc(C(C)C)cc1 | 4 | x | 3 | 14 | 7.1% | 2 | 12 | x | -2
Cc1ccc(C(=O)Nc2ncc3c(Cl)cccc3n2)cc1 | -2 | 6 | 3 | -17 | 4.7% | -4 | 6 | 0.0 | -8
CCOC(=O)/C(C#N)=C/C=C1/C=CC=CN1C | 0 | -14 | 6 | 3 | -0.3% | -2 | 6 | 1.2 | 3
O=C1CC(c2ccccc2)Sc2ccccc2N1Cc1ccccc1F (stereo not drawn) | -1 | x | 4 | 22 | 0.8% | -6 | 7 | 0.7 | x
COc1ccc(C2C(C(=O)NCc3ccccn3)CCC(=O)N2c2cc(OC)c(OC)c(OC)c2)cc1 (stereo not drawn) | -6 | 28 | 4 | -9 | 2.1% | -4 | -1 | 0.3 | -18
CC(C)c1nc(=S)n(-c2ccccc2)[nH]1 | 14 | 2 | 3 | 6 | -4.7% | -4 | 4 | -0.3 | -10
CCOC(=O)c1[nH]c(C)c(C(=O)NCc2ccccc2Cl)c1C | -10 | x | 7 | 4 | -5.7% | 1 | 10 | x | -8
N#CC1(Nc2ccccc2)C(=O)Nc2ccccc21 (stereo not drawn) | 3 | -7 | 5 | -6 | 0.1% | 2 | 2 | -0.1 | -3
CCc1ccc([C@@H]2CC=C(C(=O)O)[C@H](c3ccc(Cl)cc3)N2S(=O)(=O)c2ccc(C)cc2)cc1 | 0 | -18 | 1 | -18 | -0.3% | -2 | -11 | -0.6 | x
COc1ccc(NC(=O)CSc2nnc(-c3cccs3)o2)cc1 | -1 | x | -1 | 17 | -2.6% | -1 | 7 | -1.9 | -6
NC(=O)C(c1ccc(F)cc1)c1ccc(C(=O)c2ccccc2)cc1 (stereo not drawn) | -4 | 3 | 18 | -2 | 4.2% | -7 | 1 | 1.4 | -13
CCOC(=O)C1(Cc2cccc(OC)c2)CCCN(C(=O)CCSC)C1 (stereo not drawn) | 10 | -10 | 7 | 12 | 2.0% | 0 | 12 | 0.8 | -5
O=C(Nc1ccc(Cl)cc1C(F)(F)F)C(Sc1cccc[n+]1[O-])c1ccccc1 (stereo not drawn) | -9 | x | 0 | x | -0.5% | -5 | 3 | x | -14
CCOC(=O)c1sc(NC(=O)c2cc(-c3ccc(C)cc3)nc3ccccc23)c(C#N)c1C | -5 | 4 | 17 | 4 | 1.8% | -9 | -29 | 8.1 | -27
S=C(Nc1ccccc1Oc1ccccc1)NC1CCCC1 | -6 | -23 | 7 | 5 | 0.6% | -4 | -15 | -1.3 | -6
COc1cccc(NC(=O)CCN2C(=O)c3ccccc3Sc3ncccc32)c1 | 2&-2 | -7 | 4&8 | 3&-3 | -0.2%&0.7% | -6&-2 | 4&-1 | 0.2&0.5 | -7
CC1CCCN(C(=O)c2ccc(NC(=O)CC3SC(N4CCCC4)=NC3=O)cc2)C1 (stereo not drawn) | 2 | -14 | 2 | -7 | 1.5% | 5 | 7 | 0.1 | -2
COc1ccc(C)cc1NC(=O)NNC(=O)c1cc2ccccc2cc1O | 2 | -11 | 19 | -27 | 0.6% | 1 | 8 | 2.1 | -16
COc1ccc(C2=C(C)C(=O)N(Cc3ccc(C(=O)NC(C)c4ccccc4)cc3)S2(=O)=O)cc1 (stereo not drawn) | -6 | x | 1 | -6 | 2.4% | -2 | 25 | 0.1 | -9
Cn1cc([N+](=O)[O-])c(C(=O)Nc2nccs2)n1 | 10 | 2 | 3 | 5 | -0.9% | -1 | -1 | 0.3 | 8
c1ccc(OCCOCCN2CCc3ccccc3C2)cc1 | -2 | 65* | 4 | -25 | 2.4% | -9 | 24 | -0.8 | -3
C[C@H](NC(=O)c1ccccc1Cl)C(=O)OCc1cn2cc(Cl)ccc2n1 | 1 | 15 | 1 | -4 | 3.7% | 1 | 3 | 1.3 | -7
O=C1c2ccccc2C(=O)N1c1ccc(Cc2ccncc2)cc1 | -4 | 8 | 15 | 2 | 3.0% | -12 | -25 | -1.0 | 0
CN(C(=O)CC1C(=O)NCCN1Cc1ccc(F)c(F)c1)C1CCOCC1 (stereo not drawn) | -1 | 21 | 3 | 6 | 1.0% | -3 | -42* | -0.6 | 12
CCc1ccc(NC(=O)c2cc(S(=O)(=O)NC3CCCC3)ccc2F)cc1 | 2 | x | -3 | 1 | 0.2% | -3 | 6 | -0.2 | -20
COc1cccc(CNC(=O)C2=C(C)C(=O)OC23CCC(C)CC3)c1 (stereo not drawn) | 11 | -16 | 5 | 0 | -0.1% | -7 | -19 | -0.7 | 2
CCCCCc1nnc(NC(=O)c2cccc(S(=O)(=O)N3CCOCC3)c2)s1 | 5 | 24 | 1 | -2 | -3.6% | -3 | -15 | 0.2 | 6
O=C1NC(c2ccccc2Cl)=N/C1=C/c1ccco1 | -3 | -6 | 0 | -6 | -2.1% | -9 | -7 | -0.5 | -13
